From PubChem
IkB signaling: IkB Signaling; Potency, µM (highest dose often 57.1 µM), for inactives: at the top dose IkBa stabilization activation; ABC-DLBCL IkBa-CBG/CBR dual luciferase ratio, 4 h; response scale: scaled: untreated 0%, proteasome inhibitor 100%; 110,000 compounds, 0.04% hits; active = well fitted curve in the direction sought with a large enough effect in the signal ratio, not every such curve was filed as active; inconclusive = small, poorly fitted or top-dose-only effect, or a change in a side signal; the % refers to the signal ratio;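 also: the direction sought is a rising ratio; 0% = basal untreated cells and 100% = reference inhibitor full response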
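Luminescence ratio of IκBα-fused green versus native red beetle luciferase in OCI-Ly3 cells, 4 h post-doxycycline with compound; red signal alone, scaled from basal (0%) to zero light (-100%), flagged nonspecific or cytotoxic effects.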
p53ts 32C tox: qHTS Screen for Compounds that Selectively Target Cancer Cells with p53 Mutations: Cytotoxicity of p53ts Cells at the Permissive Temperature; H1299-p53A138V at 32C, ATP luminescence viability, 24 h; AID 924, 2007; 130,000 compounds, 0.93% hits; Potency, µM (series often up to 46.1 µM), for inactives: at the highest dose activity change, negative = cytotoxicity, hits mostly cytotoxic;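 also: 0% = DMSO and -100% = full killing by reference compound; nearly all actives have a fitted effect of over 55% in size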
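Viability by ATPlite luminescence after 24 h compound treatment (up to 46 uM) at the permissive 32C. Cells are H1299 carrying p53 A138V. Scale runs from DMSO basal to 100 uM tamoxifen as full kill; AC50 from Hill fits.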
Imprint erasure: qHTS Assay for Compounds that Induce Erasure of Genomic Imprints. mouse ES Peg3-LacZ reporter, beta-gal luminescence, 40 h. AID 1948, 2009. Potency, µM (series often up to 60.7 µM), without a hit: at the top dose activity change, positive = activation, actives largely listed as activators. 110,000 compounds, 0.02% hits;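 also: 0% = negative control wells on the plate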
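Readout: BetaGlo luminescence (5 min, room temp) for LacZ from the normally silent maternal Peg3 allele in female Peg3LacZ-Neo ES cells. Cells 300/well, 40 h, 37C, 5% CO2. Data normalized per plate to negative controls.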
p53ts 39C tox: qHTS Screen for Compounds that Selectively Target Cancer Cells with p53 Mutations: Cytotoxicity of p53ts Cells at the Nonpermissive Temperature. Potency, µM (titrated, usually from 46.1 µM), for inactives: at the top dose activity change, negative = cell killing, actives largely listed as cytotoxic. 130,000 compounds, 1.5% hits. H1299-p53A138V viability at 39C, ATP luminescence, 24 h; also: nearly all actives have a fitted effect of over 55% in size
Numbers without * were called inactive; ? = inconclusive; / = not tested or not shown; [ ] = dose if it differs, or a comment. Unless noted, calls follow the shape of the dose curve; as a rule, active = well fitted curve in the direction sought with a large enough effect; inconclusive = small, poorly fitted or top-dose-only effect, or another doubt; inactive = no such curve, though single readings can be large; an effect the other way counts as inactive or inconclusive. Unless noted, % is scaled to controls: 0 for no effect and ±100 for the full control effect; potency is read from the fitted curve at half-maximal effect.

Sample of the layout, 2 compounds:
Codes – A = IkB signaling; B = p53ts 32C tox; C = Imprint erasure; D = p53ts 39C tox
CCc1ccccc1Nc1nn2c(=O)c3ccc(C(=O)NCCCOC(C)C)cc3nc2s1
  A: -4.4%; B: -10%; C: ?; D: -21%

COc1ccc(NC(=O)CSc2nncn3c2cc2occc23)c(OC)c1
  A: 14%; B: -10%; C: -17%[10.9 µM]; D: ?

Main list, from the first entry:
Codes – A = IkB signaling; B = p53ts 32C tox; C = Imprint erasure; D = p53ts 39C tox
CCc1ccccc1Nc1nn2c(=O)c3ccc(C(=O)NCCCOC(C)C)cc3nc2s1
  A: -4.4%; B: -10%; C: ?; D: -21%

COc1ccc(NC(=O)CSc2nncn3c2cc2occc23)c(OC)c1
  A: 14%; B: -10%; C: -17%[10.9 µM]; D: ?

Nc1ccccc1[N+](=O)[O-]
  A: -0.3%; B: 10%[1.84 µM]; C: -6%; D: -2%

CC(=O)Nc1ccc(Nc2ccc3cc(S(=O)(=O)N4CCCCC4)ccc3n2)cc1
  A: -2.6%; B: 6%; C: -8%[10.9 µM]; D: -14%

CCc1cc(=O)oc2cc(OCC(=O)N(CC)CC)c(Cl)cc12
  A: -6.8%; B: -3%; C: -4%; D: -3%

CC(c1ccccc1)N1C(=O)c2ccc(C(=O)NCc3ccco3)cc2C1=O (stereo unspecified)
  A: 2.0%; B: -3%; C: -24%; D: -2%

O=C(c1ccco1)N1C(=O)c2cccc3cccc1c23
  A: -2.8%; B: 2%; C: -6%; D: -2%

COc1cc2ccccc2cc1C(=O)N1CCN(c2nc3c(C)cc(C)cc3s2)CC1
  A: -1.2%; B: 12%; C: ?; D: -4%

CN(C(=O)C1CCCO1)c1nnc(-c2ccncc2)s1 (stereo unspecified)
  A: -0.4%; B: 2%; C: -15%; D: -6%

Cc1ccc(C(=O)Oc2cc(-c3ccc4c(c3)OCO4)cc(=O)c3c(C)oc(C)c23)cc1
  A: -2.1%; B: 0%; C: -10%[10.9 µM]; D: 5%

CCC1CN(C(=O)N2CCC(C(=O)N(C)Cc3ccccc3)CC2)c2ccccc2O1 (stereo unspecified)
  A: ?; B: 2%; C: -11%[10.9 µM]; D: -12%

N#Cc1cc2c(nc1SCc1ccccc1)CCCC2=O
  A: -0.3%; B: 4%; C: -14%; D: -6%

CCOC(=O)N=S(N)(=O)c1ccc(Cl)cc1 (stereo unspecified)
  A: 0.6%; B: 0%; C: 24%; D: 0%

NC(=O)COC(=O)c1ccc(S(=O)(=O)N2CCCCCC2)cc1
  A: -1.1%; B: 1%; C: -6%; D: -5%

COc1ccc(CNC(=O)Nc2cccc(C)c2)cc1
  A: 0.6%; B: -8%; C: -39%[inhibitor]; D: -16%

O=C(Nc1nnc(-c2ccco2)s1)C1CCCCC1
  A: ?; B: -10%; C: -1%; D: -12%

CCOc1ccccc1C1C(C(=O)Nc2ccccc2OC)=C(C)Nc2nc(CCCO)nn21 (stereo unspecified)
  A: 1.4%; B: 8%; C: -7%; D: -3%

CCN(CC)CCCNC(=O)CC1Oc2ccc(C)cc2NC1=O (stereo unspecified)
  A: -1.3%; B: -11%; C: -2%; D: 0%

Cn1cccc1Cc1nnc(SCC(=O)NCc2ccc(F)cc2)n1-c1ccc(F)cc1
  A: 0.8%; B: 13%; C: -10%; D: 5%

C[N+](C)(C)CC=O
  A: -5.9%; B: 7%; C: -7%; D: 10%

COCCn1c(=O)c2c3c(sc2n(CC(N)=O)c1=O)CCCC3
  A: 1.7%; B: 9%; C: 0%; D: 2%

CCc1ccc(CNC(=O)c2cnc3sc(N4CCOCC4)nn3c2=O)cc1
  A: -2.7%; B: 0%; C: 2%[10.9 µM]; D: -7%

Cc1ccc(CN(C(=O)COc2ccc(Br)cc2)c2ccccn2)o1
  A: -0.2%; B: -8%; C: -8%[10.9 µM]; D: 7%

COc1ccc(S(=O)(=O)c2c(Nc3cccc(Cl)c3)sc(C(=O)c3ccccc3)c2N)cc1
  A: 2.5%; B: -6%; C: -6%[10.9 µM]; D: 0%

O=c1c2ccc(-c3nnc4n3-c3ccccc3SC4)cc2nc2n1CCCCC2
  A: -0.7%; B: 4%; C: -8%; D: 6%

COc1ccc(CNCCSc2nnnn2-c2ccccc2)cc1
  A: 0.1%; B: -8%; C: -20%[10.9 µM]; D: -13%

CC(C)NC(=O)C1CCCN(c2ncnc3onc(-c4ccc(F)cc4)c23)C1 (stereo unspecified)
  A: 0.4%; B: 4%; C: -7%[10.9 µM]; D: -10%

O=C(Cn1c(=O)oc2cc(S(=O)(=O)NCc3ccccc3)ccc21)Nc1ccc(F)c(Cl)c1
  A: 19%; B: 9%; C: -12%[10.9 µM]; D: -9%

CC1(C)OC(=O)C2(Cc3ccccc3N3CCCCC32)C(=O)O1 (stereo unspecified)
  A: 0.6%; B: 2%; C: 1%; D: 5%

O=C(CSc1nnc(C2CC2)n1Cc1ccccc1)N1CCN(S(=O)(=O)c2ccccc2)CC1
  A: -0.2%; B: 6%; C: -4%; D: 11%

2 records drawn at random from the list so far, as already listed:
Codes – A = IkB signaling; B = p53ts 32C tox; C = Imprint erasure; D = p53ts 39C tox
O=C(Cn1c(=O)oc2cc(S(=O)(=O)NCc3ccccc3)ccc21)Nc1ccc(F)c(Cl)c1
  A: 19%; B: 9%; C: -12%[10.9 µM]; D: -9%

CC(C)NC(=O)C1CCCN(c2ncnc3onc(-c4ccc(F)cc4)c23)C1 (stereo unspecified)
  A: 0.4%; B: 4%; C: -7%[10.9 µM]; D: -10%

(more compounds)
Codes – A = IkB signaling; B = p53ts 32C tox; C = Imprint erasure; D = p53ts 39C tox
Cc1cc(C(F)(F)F)c(C#N)c(=O)[nH]1
  A: /; B: 19%; C: /; D: 38%[activator]

COc1cccc(C(=O)Nc2ccccc2C(=O)OCc2cc(=O)n3nc(C4CC4)sc3n2)c1
  A: -1.1%; B: -5%; C: -6%[10.9 µM]; D: -9%

Cc1ccc(C(=O)C2CCN(CC(=O)Nc3ccc4c(c3)OCCO4)CC2)cc1
  A: ?; B: 1%; C: -12%; D: -5%

N[C@@]12CCc3nonc3[C@]1(O)CC(c1ccccc1)=[N+]2[O-]
  A: 1.4%; B: -1%; C: -10%; D: 0%

CN1CCN(c2ncc3nc(-c4ccc(Cl)cc4)c(=O)n(Cc4ccc(F)cc4)c3n2)CC1
  A: -1.9%[11.4 µM]; B: -10%; C: -23%; D: -16%

COc1ccc(CNC(=O)C(OC(=O)c2ccco2)c2ccc(OC)cc2)cc1 (stereo unspecified)
  A: /; B: 6%; C: /; D: -4%

CNC(=O)C1CCCN1S(=O)(=O)c1ccc(OC)cc1 (stereo unspecified)
  A: -1.7%; B: 5%; C: -3%; D: 8%

Clc1c(-c2nnc3n2CCC3)sc2ccccc12
  A: 0.5%; B: ?; C: -7%; D: ?

Cc1coc2cc3oc(=O)c(CC(=O)NCCc4ccccc4F)c(C)c3cc12
  A: 0.7%; B: 2%; C: -6%[10.9 µM]; D: -4%

Cc1cccc2sc(N)nc12
  A: 0.4%; B: -2%[1.84 µM]; C: -10%; D: -6%

Cc1cc(Cl)ccc1OCCCC(=O)Nc1cccnc1
  A: ?; B: -3%; C: -5%; D: -23%

Cc1nc(SCC(=O)Nc2cc(C)on2)c2c3c(sc2n1)CCCC3
  A: 0.2%; B: 2%; C: -7%; D: -2%

Cc1c(Cl)c(C(=O)NC2C3CC4CC(C3)CC2C4)nn1C (stereo unspecified)
  A: /; B: 0%; C: /; D: 12%

COC(=O)[C@@H]1CC[C@H](C)[C@@H](c2ccc(C)cc2)N1C(=O)c1ccc(/C=N\O[C@@H](C)c2cc(-c3c(C)cc(C)cc3C)no2)cc1
  A: /; B: -4%[9.22 µM]; C: /; D: 11%[9.22 µM]

Cc1ccc(-c2nnn(CC(=O)N(c3ccccc3)C(C(=O)NC(C)(C)C)c3cccs3)n2)o1 (stereo unspecified)
  A: /; B: -12%; C: /; D: -4%

CCCOc1ccccc1N1C(=O)CC(N2CCOCC2)C1=O (stereo unspecified)
  A: 1.2%; B: 0%; C: -5%; D: 5%

CC(CCO)Nc1nc2c(c(=O)n(C)c(=O)n2C)n1Cc1cccc(Br)c1 (stereo unspecified)
  A: 1.7%; B: -1%; C: -21%; D: -2%

COc1cccc(-c2nnc(-c3ccc(C(F)(F)F)cc3)o2)c1
  A: /; B: -3%; C: /; D: -7%

Cc1ccc(C)c(N=C2CCCN2Cc2ccccc2)c1C#N
  A: /; B: 3%; C: /; D: 10%

CCOC(=O)c1ccc(Nc2ccc(-c3ccc(OC)c(OC)c3)nn2)cc1
  A: -1.6%; B: 3%; C: -12%; D: -11%

COc1ccc(Cl)cc1NC(=O)CSc1nnc(COc2ccccc2)n1N
  A: 4.8%; B: 1%; C: 0%; D: -3%

Cc1nc(C)c(-c2ccc(SCC(=O)Nc3ccccc3F)nn2)s1
  A: 6.7%; B: -1%; C: -7%[10.9 µM]; D: -26%

c1ccc(-c2csc(N3CCN(c4ccccn4)CC3)n2)cc1
  A: ?; B: -24%; C: -15%; D: ?

CCCc1nc(S(=O)(=O)Cc2ccc(Cl)cc2Cl)n[nH]1
  A: 0.2%; B: -10%; C: 9%; D: 7%

CC(C)CCn1nnnc1C(c1ccc(N(C)C)cc1)N1CCN(C(=O)c2ccco2)CC1 (stereo unspecified)
  A: 1.7%; B: 5%; C: -8%; D: -11%

Cc1ccc2[nH]c(=O)c(CN(Cc3nnnn3C3CCCC3)C3CCCCC3)cc2c1
  A: 1.9%; B: 0%; C: 7%; D: -6%

NC(=O)CSc1nc2sc3c(c2c2ncnn12)CCCC3
  A: -3.9%; B: 2%; C: -12%; D: 2%

Cc1c(NC(=O)COC(=O)c2cc(-c3cccc4ccccc34)nc3ccccc23)c(=O)n(-c2ccccc2)n1C
  A: /; B: -25%; C: /; D: -6%

Cc1ccc(CCNC(=O)CS(=O)Cc2nc(-c3cccc(C)c3)oc2C)cc1 (stereo unspecified)
  A: 0.5%; B: 8%; C: -13%; D: -4%

N#Cc1ccc(NS(=O)(=O)c2ccc(-c3cnc(C4CC4)o3)cc2)cc1
  A: ?; B: 4%; C: -6%[10.9 µM]; D: -3%

CCCCNc1nc2c(S(=O)(=O)c3ccc(Br)cc3)nnn2c2ccsc12
  A: 0.2%; B: 3%; C: -13%[10.9 µM]; D: -14%

COc1ccc(OC)c(NC(=O)C2CCN(S(=O)(=O)c3ccc4c(c3)CCCC(=O)N4)CC2)c1
  A: ?; B: -8%; C: 7%[10.9 µM]; D: 3%

CC1CCN(S(=O)(=O)c2ccc(NC(=O)CN3CCN(C)CC3)cc2)CC1
  A: 1.2%; B: -1%; C: -17%; D: 3%

COc1ccc(Nc2ncc3c(n2)CC(c2ccccc2)CC3=O)cc1 (stereo unspecified)
  A: -1.9%; B: 7%; C: -16%; D: 8%

CCN(c1cc(C)cc(C)c1)S(=O)(=O)c1nnc(NC(=O)c2ccco2)s1
  A: 0.8%; B: -6%; C: -14%[10.9 µM]; D: 0%

COc1ccc(-n2c(SCC(=O)c3ccc(Cl)cc3)nc3c([nH]c4ccccc43)c2=O)cc1
  A: 0.6%; B: 0%; C: -3%[10.9 µM]; D: -22%

Cc1ccc(NC(=O)CCS(=O)(=O)c2cccc3nonc23)cc1Cl
  A: -4.9%; B: -1%; C: -8%[10.9 µM]; D: -5%

COc1ccc(/C=N/N=C2/NC(=O)C(CC(=O)O)S2)cc1OCc1ccc(Cl)cc1Cl (stereo unspecified)
  A: /; B: 22%; C: /; D: 27%

COC(=O)c1cc(COc2ccc3ccc(=O)oc3c2)c(C)o1
  A: -3.2%; B: 1%; C: -41%[inhibitor]; D: -2%

CCOC(=O)N1CCN(C(=O)c2ccc3c(=O)n(-c4ccc(OC)cc4OC)c(=S)[nH]c3c2)CC1
  A: 0.5%; B: -18%; C: -5%; D: -3%

O=C(Cn1cc(C(=O)c2ccco2)c2ccccc21)Nc1ccccc1
  A: ?; B: -2%; C: -7%[10.9 µM]; D: -16%

Cc1nnc2ccc(N3CCN(c4ccccn4)CC3)nn12
  A: 6.9%; B: 13%; C: -13%; D: -6%

O=C(NCc1ccco1)c1nc2ncccn2n1
  A: 0.4%; B: -6%; C: -8%; D: 2%
